ALOX12 inh: Primary qHTS assay for inhibitors of human arachidonate 12S-lipoxygenase (ALOX12): Round 2; Potency, µM (highest dose often 108 µM), inactives show at the top dose activity change, negative = inhibition, most hits filed as inhibitors; AID 1671190, 2021; Polyunsaturated fatty acid lipoxygenase ALOX12 (Homo sapiens), P18054; purified 12hLO, xylenol orange hydroperoxide absorbance; 580,000 tested, 1.1% active; also: % is scaled to controls: 0 for no effect and ±100 for the full control effect
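Hydroperoxide product was detected by ferrous iron/xylenol orange as the 573 to 405 nm absorbance ratio. Arachidonic acid at 40 uM (final) was turned over for 30 min at room temperature by 150 nM human 12hLO, pH 7.0 Hepes buffer, after 15 min compound preincubation.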
HP1b chromo inh: HTS for Inhibitors of HP1-beta Chromodomain Interactions with Methylated Histone Tails | Chromobox protein homolog 1 (Homo sapiens), P83916 | AlphaScreen HP1-beta / biotin-H3K9me3 peptide binding | Potency, µM (doses to about 114 µM), inactives show at the highest dose activity change, negative = inhibition, most hits filed as inhibitors | 390,000 tested, 0.56% active | AID 540317, 2011; also: nearly all actives have a fitted effect of over 70% in size; inactives centre near 23
Target sequence (P83916 whole entry, looked up): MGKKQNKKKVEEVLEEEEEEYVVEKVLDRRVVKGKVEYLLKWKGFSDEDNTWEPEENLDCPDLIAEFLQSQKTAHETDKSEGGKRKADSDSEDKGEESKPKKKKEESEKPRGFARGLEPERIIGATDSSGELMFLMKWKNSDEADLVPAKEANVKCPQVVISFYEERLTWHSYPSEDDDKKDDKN
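HP1-beta protein (50 nM final) preincubated 30 min at room temperature with biotinylated H3(1-18)K9me3 peptide (50 nM) in PBS pH 7.4, 0.01% Tween-20, then compound added for 30 min. AlphaScreen streptavidin donor/nickel chelate acceptor beads (10 ug/mL final), 30 min dark, luminescence read.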
ERG Ets-DNA blk: qHTS for Small Molecule Inhibitors of the ERG Ets/DNA interaction; Transcriptional regulator ERG (Homo sapiens), P11308; fluorescence polarization, His-ERG Ets domain / labelled DNA; Potency, µM (doses to about 76.9 µM), without a hit: at the top dose FP activity, negative = inhibition, most hits filed as inhibitors; 370,000 tested, 0.028% active; active = well fitted inhibition curve with a large enough effect in the polarisation, with a control signal flat; inconclusive = small, poorly fitted or top-dose-only effect, or effect the other way, or a change in a side signal; inactive = no such curve, though single readings can be large or run the other way; the % refers to the polarisation;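 also: polarization taken with two DNA probes labelled with fluorescein and Texas red; % of control where 0% means no effect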
Target sequence (P11308 whole entry, looked up, the tested form may be a part): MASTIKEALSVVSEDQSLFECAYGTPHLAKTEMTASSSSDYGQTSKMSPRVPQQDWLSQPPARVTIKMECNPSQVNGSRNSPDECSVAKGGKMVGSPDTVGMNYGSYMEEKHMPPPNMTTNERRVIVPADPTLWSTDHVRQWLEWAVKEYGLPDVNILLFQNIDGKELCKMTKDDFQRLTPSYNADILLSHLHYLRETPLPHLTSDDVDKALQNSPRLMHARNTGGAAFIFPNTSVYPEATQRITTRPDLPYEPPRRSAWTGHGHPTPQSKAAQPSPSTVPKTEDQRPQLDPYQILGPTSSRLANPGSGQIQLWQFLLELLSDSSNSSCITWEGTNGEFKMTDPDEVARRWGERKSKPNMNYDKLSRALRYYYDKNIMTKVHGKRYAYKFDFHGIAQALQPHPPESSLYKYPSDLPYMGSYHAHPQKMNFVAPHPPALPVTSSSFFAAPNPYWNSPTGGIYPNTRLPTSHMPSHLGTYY
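His-tagged ERG Ets domain (1 uM in the protein solution; 300mM KCl, 50mM Tris-HCl, 1mM EDTA, 1mM DTT, pH 7.5) received compound, then a probe mix of 5 nM fluorescein-DNA and 100nM Texas-615-DNA. Fluorescence polarization was read for both dyes.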
Pin1 inhibitor: qHTS Assay to Find Inhibitors of Pin1. Peptidyl-prolyl cis-trans isomerase NIMA-interacting 1 (Homo sapiens), Q13526. Pin1 FP peptide displacement, HiFluor488, 10 min. 390,000 tested, 0.009% active. Potency, µM (highest dose often 115 µM), inactives show at the top dose activity, negative = inhibition, most hits filed as inhibitors. AID 504891, 2011; active = well fitted inhibition curve with a large enough effect in the polarisation, with a control signal flat, not every such curve was filed as active; inconclusive = small, poorly fitted or top-dose-only effect, or effect the other way, or a change in a side signal; inactive = no such curve, though single readings can be large or run the other way; the % refers to the polarisation; also: % is scaled to controls: 0 for no effect and ±100 for the full control effect
Target sequence (Q13526 whole entry, looked up): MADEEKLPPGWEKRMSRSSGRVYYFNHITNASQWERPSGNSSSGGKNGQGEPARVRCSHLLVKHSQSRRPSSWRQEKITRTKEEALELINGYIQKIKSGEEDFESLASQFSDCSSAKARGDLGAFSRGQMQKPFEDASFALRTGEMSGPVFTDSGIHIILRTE
RGS4 inh: Inhibitors of Regulator of G Protein Signaling (RGS) 4: qHTS; Regulator of G-protein signaling 4 (Homo sapiens), P49798; Transcreener GDP fluorescence polarization, RGS4-accelerated GTP hydrolysis; Potency, µM (doses to about 114 µM), for inactives: top-dose activity change, negative = inhibition, hits mostly inhibitors; 390,000 tested, 0.039% active; AID 504845, 2011; also: % is scaled to controls: 0 for no effect and ±100 for the full control effect; nearly all actives have a fitted effect of over 75% in size; some results filed as inactive show a strong effect at the top dose
Target sequence (P49798 whole entry, looked up): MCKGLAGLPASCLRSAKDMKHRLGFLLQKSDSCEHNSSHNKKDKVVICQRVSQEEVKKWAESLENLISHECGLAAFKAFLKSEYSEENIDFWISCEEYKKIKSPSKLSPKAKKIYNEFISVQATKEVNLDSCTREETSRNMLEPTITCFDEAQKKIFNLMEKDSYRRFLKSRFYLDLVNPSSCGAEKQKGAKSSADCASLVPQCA
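MLSMR compounds (23 nl, pin-transferred) preincubated 10 min at room temperature with a 500nM (2x) first reagent, then RGS4 at 900nM (2x) plus Transcreener GDP mix added; fluorescence polarization (620/688 nm) read before and after 90 min at 30 °C.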
GLS inhibitor: qHTS for Inhibitors of Glutaminase (GLS) | Glutaminase kidney isoform, mitochondrial (Homo sapiens), O94925 | GLS enzymatic activity, qHTS titration | Potency, µM (top dose mostly 45.5 µM), inactives show at the top dose activity change, negative = inhibition, hits mostly inhibitors | 410,000 tested, 0.21% active | AID 624170, 2012; also: % is scaled to controls: 0 for no effect and ±100 for the full control effect
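Enzyme dispensed in phosphate buffer (45 mM, pH 8.2, 0.02% Tween-20), compounds pinned in, then 1 mM L-glutamine solution and the glutamate oxidase–HRP–Amplex Red mix added; fluorescence read immediately and again after 30 min at room temperature.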
PGK inhibitor: qHTS Assay to Find Inhibitors of Phosphoglycerate Kinase. Phosphoglycerate kinase, glycosomal (Trypanosoma brucei brucei), P07378. Potency, µM (series often up to 57.5 µM), for the others: at the top dose activity change, negative = inhibition, actives largely listed as inhibitors. PGK/GAPDH coupled, Kinase-Glo luminescence, 60 min. 380,000 tested, 0.043% active; also: % is scaled to controls: 0 for no effect and ±100 for the full control effect; nearly all actives have a fitted effect of over 60% in size
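Recombinant glycosomal PGK reaction used 1,3-bisphosphoglycerate generated in-well by GAPDH (100nM final) in 100mM TEA pH 7.6, 5mM MgCl2, 0.01% Tween-20. After 60 minutes at room temperature, ATP was read by Kinase-Glo Plus luminescence end-point.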
JMJD2A Tudor: qHTS Assay for Inhibitors of JMJD2A-Tudor Domain. AlphaScreen JMJD2A-Tudor / H3K4me3 peptide binding. Potency, µM (titrated, usually from 114 µM), for inactives: at the highest dose activity change, negative = inhibition, usual class: inhibitors. AID 504339, 2011. 390,000 tested, 4.4% active. Lysine-specific demethylase 4A (Homo sapiens), O75164; also: % is scaled to controls: 0 for no effect and ±100 for the full control effect; nearly all actives have a fitted effect of over 50% in size
TrxR1 inh: qHTS Assay for Inhibitors of Mammalian Selenoprotein Thioredoxin Reductase 1 (TrxR1): qHTS; AID 588453, 2011; 390,000 tested, 1% active; Potency, µM (doses to about 114 µM), inactives show at the highest dose activity change, negative = inhibition, usual class: inhibitors; recombinant rTrxR1, NADPH fluorescence consumption, selenite substrate; also: % is scaled to controls: 0 for no effect and ±100 for the full control effect; nearly all actives have a fitted effect of over 65% in size
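Rat TrxR1 (90 nM in the dispensed reagent) was pre-reduced with 400 uM NADPH for 5 min at room temperature, then incubated with compound for 15 min. After 400 uM selenite was added, NADPH fluorescence (Ex 340/Em 450 nm) was followed for 8 min.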
An asterisk follows results filed as active; i = inactive; ? = inconclusive; · = no result given; & = joins results of further samples; [ ] = dose if it differs, or a comment. Unless noted, calls follow the shape of the dose curve; as a rule, active = well fitted curve in the direction sought with a large enough effect; inconclusive = small, poorly fitted or top-dose-only effect, or another doubt; inactive = no such curve, though single readings can be large; an effect the other way counts as inactive or inconclusive. Potency is read from the fitted curve at half-maximal effect. An excerpt; rates above refer to the full screens.

SMILES	ALOX12 inh	HP1b chromo inh	ERG Ets-DNA blk	Pin1 inhibitor	RGS4 inh	GLS inhibitor	PGK inhibitor	JMJD2A Tudor	TrxR1 inh
COc1ccc(N(CC(=O)NCCSC2CCCCC2)S(=O)(=O)c2ccc(C)cc2)cc1	?	18.9%	0.3%	3.5%	30.3%	0.8%	3.7%	-9.7%	-9.8%
Cn1c(COc2ccc([N+](=O)[O-])cc2)nnc1SCC(N)=O	9.6%	16.7%	14.6%	-0.7%	-10.2%	0.8%	2.4%	-8.9%	23.1%[57.1 µM]
O=c1oc(-c2ccccc2)nc2c1cnn2-c1ccccc1	-23.8%	26.1%	0.9%	1.1%	-22.8%	8.0%	-4.0%	-1.3%	-31.2%[11.4 µM]
COc1ccc(/C=C2\Sc3ccc(C(=O)NCCCN4CCCC4)cc3N(C)C2=O)cc1OC	-10.2%	42.1%[activator]	-5.5%	-1.2%	5.0%	15.8%	6.7%	-5.4%	8.1%
CCOC(=O)C1=CN(Cc2cccc(Br)c2)S(=O)(=O)N(CC)C1C (stereo unspecified)	-5.1%	132.7%[activator]	-3.0%	3.2%	-8.0%	-15.1%	-5.7%	82.2%[activator]	25.5%
COc1ccc(NC(=O)N(C)C[C@H]2Oc3c(NS(=O)(=O)c4cccs4)cccc3C(=O)N([C@@H](C)CO)C[C@@H]2C)cc1	13.9%	33.5%	6.1%	8.0%	3.7%	13.7%	i	-3.5%	0.0%
O=C(CSc1ncn[nH]1)NN(c1ccccc1)c1ccccc1	2.0%	28.4%	-7.5%	-2.0%	-0.6%	-0.8%	i	-1.4%	13.0%
CCOc1ccc2[nH]c(C)cc(=O)c2c1	413.1%[activator]	60.0%[activator]	-14.8%	-3.9%	-10.6%	-4.6%	i	-7.0%	8.1%[57.1 µM]
CC(C)NC(=O)c1ccccc1NC(=O)CN(c1ccc2c(c1)OCO2)S(C)(=O)=O	-13.3%	21.9%	·	-7.0%	2.2%	18.0%	-5.9%	-10.7%	-1.6%
COc1cc2c(cc1OC)C(C(=O)Nc1ccc3c(c1)OCCO3)C1c3ccccc3CCN1C2=O (stereo unspecified)	-23.1%	3.8%	10.1%	2.5%	-10.9%	2.5%	i	-13.7%	-7.7%
COc1cc(CN2CCNC(=O)C2CC(=O)NCCC2=CCCCC2)cc(OC)c1 (stereo unspecified)	-16.9%	27.8%	5.3%	-0.2%	14.1%	8.0%	-7.8%	-17.5%	3.2%[57.1 µM]
CCOC(=O)N1CCN(C(=O)CCCN2C(=O)CSc3nc(C)cc(C)c32)CC1	-17.7%	18.7%	-12.4%	0.1%	15.6%	4.2%	1.4%	0.7%	2.5%
Cc1nn(-c2ccccc2)c(C)c1/C=N/NC(=O)c1cc(C(C)(C)C)[nH]n1	210.7%[activator]	24.7%	-4.8%	?	12.8%	7.0%	1.5%	-32.4%	-7.2%[57.1 µM]
CCc1nnc(NC(=O)CSc2nnc(-c3ccc(O)cc3)n2C)s1	-2.2%	22.2%	-8.2%	0.5%	18.0%	1.1%	10.1%	-5.5%	19.8%[57.1 µM]
O=C1/C(=C\c2cccc([N+](=O)[O-])c2O)SC(=S)N1Cc1ccccc1	?	?	122.8%[activator]	·	?	-2.1%	?	8.91µM*	?
COc1ccccc1-c1cc2nc(C)c(CCC(=O)NC(C)CCc3ccco3)c(C)n2n1 (stereo unspecified)	-7.2%	11.9%	-7.7%	-4.2%	-35.3%	5.8%	-8.9%	-30.3%	8.2%
Fc1ccccc1Nc1c2c(nc3ccccc13)CCC2	-11.4%	31.4%	0.6%	-0.4%	-3.6%	10.9%	5.2%	-25.5%	-5.7%
O=C(CCN1C(=O)c2cccc([N+](=O)[O-])c2C1=O)Nc1nccs1	-8.9%	11.2%	2.5%	-15.0%	-17.6%	4.1%	-3.9%	-22.3%	-10.9%[57.1 µM]
Cc1nc(N2CCN(c3ccccc3)CC2)[nH]c(=O)c1CCC(C)C	-19.5%	5.2%	-10.0%	-5.0%	16.2%	0.0%	1.7%	2.1%	14.4%
CCN(CC)c1ccc(-c2sc(Nc3ccccc3)n[n+]2-c2ccc(F)cc2)cc1	?	-13.0%	4.7%	?	-22.6%	10.8%	i	56.2µM*	7.1%
CC(=O)Nc1ccc(Nc2nnc(-c3ccc(C)c(S(=O)(=O)NCC4CCCO4)c3)c3ccccc23)cc1 (stereo unspecified)	17.6%	28.6%	24.7%	-0.6%	12.4%	14.3%	1.3%	-9.2%	-0.3%
CCCn1nc(C(=O)OCC(=O)Nc2cccc(OC)c2)c2ccccc2c1=O	-8.8%	11.0%	1.3%	4.4%	-28.2%	10.3%	-6.2%	-20.4%	18.5%[11.4 µM]
Cc1nnc(NC(=O)CSc2nnc(-c3ccco3)o2)s1	·	44.3%[activator]	1.4%	-0.4%	7.6%	6.0%	-6.3%	-19.6%	7.7%[57.1 µM]
Cc1ccc(C)c(NS(=O)(=O)c2cc3c4c(c2)CC(=O)N4CCC3)c1	18.8%	43.3%[activator]	16.3%	5.1%	-20.5%	7.7%	10.1%	-9.0%	7.9%
O=C(N/N=C/c1ccsc1)c1cc2ccccc2o1	5.2%	44.2%[activator]	-1.9%	0.9%	-22.4%	-7.4%	-11.3%	6.2%	11.1%
CCOC(=O)C1(CCOc2ccccc2)CCN(Cc2cccc(OC)c2OC)CC1	12.1%	35.5%	11.3%	-13.6%	27.6%	1.1%	-11.0%	-8.3%	15.3%
COc1ccccc1N1CCN(C(=O)c2ccc(Cl)c(S(=O)(=O)N3CCOCC3)c2)CC1	0.0%	9.0%	-1.4%	3.2%	19.9%	13.0%	-0.7%	-11.6%	9.5%
NC(=O)c1ccccc1NC(=O)c1ccccc1S(=O)(=O)c1ccccc1[N+](=O)[O-]	-12.9%	16.7%	4.8%	-3.9%	8.9%	-0.5%	-4.4%	-14.5%	-14.6%
O=C(O)C1(c2cccc(Cl)c2)CCC1	-6.2%	35.0%	8.2%	-10.3%	-45.0%	-0.8%	-6.9%	7.5%	9.6%[11.4 µM]
Cc1nn(C)cc1/C=N/NC(=O)c1ccco1	108.7%[activator]	4.7%	10.9%	-1.0%	-3.0%	-3.2%	-0.9%	-25.0%	-11.1%
Cc1sc2c(c1C)c(=O)n(-c1ccc(Cl)cc1)c(=O)n2CC(=O)c1ccccc1	-22.3%	24.7%	1.6%	23.6%	5.1%	11.4%	-10.0%	-8.2%	3.4%
CCn1cc(C(=O)Nc2ccccc2C(=O)OC)cn1	192.7%[activator]	35.1%	-1.2%	-3.1%	-1.3%	-7.9%	-0.4%	-7.0%	39.2%
CCOC(=O)COn1c(=O)c(-c2ccc(Br)cc2)[n+]([O-])c2ccccc21	-1.0%	23.4%	-9.8%	-1.8%	-17.1%	14.5%	-1.6%	-0.3%	10.5%[57.1 µM]
CCOc1ccccc1/C=N/Nc1nc2ccccc2o1	11.6%	34.5%	1.4%	-3.1%	-4.1%	-2.4%	-7.3%	17.8µM*	4.3%
Cc1cc(C)n(CCNS(=O)(=O)c2ccccc2)n1	-7.8%	-0.8%	-1.6%	-16.4%	-4.0%	-11.0%	-8.7%	-10.0%	14.1%
O=C(Nc1ccc(Br)cc1F)c1ccc2c(c1)OCCO2	-13.6%	4.8%	-3.4%	-2.8%	-10.1%	0.4%	-9.8%	-11.0%	13.1%
Cc1ccc(C(=O)OCC(=O)c2ccc(CC(=O)N3CCOCC3)s2)c(C)c1	·	-36.4%	5.9%	?	-53.5%	41.6%[activator]	-17.9%	12.6µM*	?
Cc1nn(C)cc1NC(=O)Cn1nc(C(F)(F)F)cc1C1CC1	-13.5%	16.5%	-6.2%	-4.8%	22.4%	16.7%	5.6%	-9.9%	-3.6%
CCCCc1cc(=O)oc2cc(OCC(=O)Nc3cccnc3)c(Cl)cc12	6.3%	7.8%[57 µM]	-1.8%	-1.0%	-6.4%	2.4%	-5.0%	0.0%	11.9%
COc1cc(NC(=O)CSc2nnc(C)s2)cc(OC)c1OC	8.0%	20.0%	-1.5%	-8.7%	9.5%	3.8%	-1.2%	-16.9%	11.3%[0.457 µM]
COc1ccccc1NC(=O)Nc1nn(C)c2cccc(N(C)C)c12	?	?	-8.8%	-6.1%	17.4%	?	-1.9%	?	-9.0%[57.1 µM]
c1cncc(CNc2ncnc3ccc(-c4cccnc4)cc23)c1	0.2%&-18.6%	40.5%[activator]	·	-10.0%	5.7%	-0.1%	-8.2%	?	13.2%[57.1 µM]

High-throughput results (PubChem BioAssay)
